Screens: PubChem, The Scripps Research Institute Molecular Screening Center
OX1R antag-1: OX1R (human) antagonism; O43613; inhibition, % at 6.6 µM; AID 485270; OX1R-expressing cells, FRET antagonist read-out; 1.8% of 330,000 active; in the data active means inhibition mostly above about 38%, no sharp cut-off; inactive means mostly below about 40%;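 further: 0% = agonist challenge alone and 100% = reference antagonist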
Target sequence (O43613 whole entry, looked up): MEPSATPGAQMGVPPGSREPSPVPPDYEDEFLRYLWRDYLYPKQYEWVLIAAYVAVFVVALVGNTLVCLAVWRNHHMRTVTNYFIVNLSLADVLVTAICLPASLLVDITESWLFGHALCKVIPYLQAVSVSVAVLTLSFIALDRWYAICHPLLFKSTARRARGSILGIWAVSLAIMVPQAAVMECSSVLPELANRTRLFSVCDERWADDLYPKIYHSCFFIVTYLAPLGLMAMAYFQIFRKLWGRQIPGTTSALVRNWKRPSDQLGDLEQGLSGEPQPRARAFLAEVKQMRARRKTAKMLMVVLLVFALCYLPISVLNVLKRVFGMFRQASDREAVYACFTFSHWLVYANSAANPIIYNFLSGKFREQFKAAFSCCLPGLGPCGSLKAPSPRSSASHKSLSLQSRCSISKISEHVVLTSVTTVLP
OX1R antag-2: antagonists of human orexin 1 receptor | 0.43% of 330,000 active | AID 434989 | CHO/OX1R cells, Fluo-8 calcium fluorescence, orexin A | inhibition, % at 5 µM;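 active means inhibition above its plate's threshold, mean inhibition of all tested compounds on the plate plus 3 SD, cut at about 37% in these data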;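 further: 0% = orexin A challenge wells and 100% = SB-334867-A antagonist wells; not every result past the cut was called active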
* marks the source's active call; other numbers are inactive results.

OX1R antag-1 | OX1R antag-2 | mol
6 | -43 | O=C(NCc1ccccc1F)C1CCCN1S(=O)(=O)c1ccc(Cl)cc1 (configuration not stated)
10 | 14 | Cc1cc(NC(=O)CSc2nc3ccsc3c(=O)n2CCCCC(=O)O)no1
19 | -6 | CC(C)(Oc1ccc(Cl)cc1)C(=O)O
2 | -43 | Cc1ccc(Nc2c(-c3ccc(C)o3)nc3cnccn23)cc1
1 | -30 | Cc1ccc(/C=N/Nc2cc(C)nc(N3CCOCC3)n2)cc1
13 | -1 | CC(C(=O)N1CCc2ccccc21)N1CCN(S(=O)(=O)c2cccs2)CC1 (configuration not stated)
6 | -8 | COc1ccc(C2NC(c3ccc(OC)cc3)C([N+](=O)[O-])C(C)(C)C2[N+](=O)[O-])cc1 (configuration not stated)
1 | -18 | CCOc1cc(-c2nc(C)c(C(C)=O)n2O)ccc1OCC(=O)Nc1cccc(C)c1
21 | -19 | Cc1nn(-c2ccccn2)c2c1C(=O)CC(C)(C)C2Br (configuration not stated)
7 | -6 | Cc1ccc(C)c(-n2cc(CN3CCCN(C=O)CC3)c(-c3ccccc3)n2)c1
19 | -10 | Cc1cc(C(=O)N2CCCC(Nc3ccc(C(C)C)cc3)C2)nn1C (configuration not stated)
15 | -7 | CN(C)S(=O)(=O)c1ccc(NC(=O)CCNC(=O)c2ccco2)cc1
9 | -8 | Cn1c(=O)c2c(nc(Br)n2CC(=O)c2cccs2)n(C)c1=O
15 | -16 | Cc1cc(N2CCOCC2)nc2ccc(NC(=O)CCC(=O)N3CCN(c4ccc(F)cc4)CC3)cc12
19 | -9 | Cc1ccc(-n2c([O-])nc(-[n+]3ccccc3)c2C=O)cc1
7 | -8 | COC(=O)c1ccc(Oc2ccc3nncn3n2)cc1
10 | -17 | COc1ccc(N2CC(C(=O)Nc3ccc(F)cc3F)CC2=O)cc1 (configuration not stated)
9 | -28 | COc1cc2[nH]c(=O)n(CCCCCC(=O)N3CCN(c4ccccc4)CC3)c(=O)c2cc1OC
26 | 4 | C[C@H]1C(=O)N(C)CCN1C(=O)c1cccc(OC2CCN(CC(C)(C)C)CC2)c1
15 | -23 | O=C(c1ccccc1-c1nc(-c2ccccc2)no1)N1CCCC1
10 | 2 | CN1CCN(C(=O)/C(C#N)=C/c2ccc(F)cc2)CC1
12 | -9 | O=C(c1c[nH]c2ccc(F)cc2c1=O)N1CCCCCC1
11 | -18 | O=C(NCc1ccncc1)c1cncc(Br)c1
3 | -28 | C=CC[C@H](CC(=O)NCCO)C(=O)N[C@@H](COC(=O)[C@@H](CC=C)Cc1ccc(F)cc1)Cc1ccccc1
10 | -11 | c1ccc(OCc2nn3c(-c4ccncc4)nnc3s2)cc1
26 | -19 | CC(=O)n1nc(-c2cccc(C)c2)nc1SCC(=O)Nc1ccccc1
23 | -16 | C=CCn1c(-c2ccccc2)nc2nc3ccccc3nc21
11 | -5 | COC(=O)C1CCN(C(=O)c2ccccc2NC(C)=O)CC1
2 | -16 | CC(Sc1ncccn1)C(=O)NC1(C#N)CCCCC1 (configuration not stated)
5 | -5 | CCN(C(=O)CSc1nc2ccccc2o1)C1CCS(=O)(=O)C1 (configuration not stated)
16 | -20 | CCOC(=O)CSc1nc2c(sc3ccc([N+](=O)[O-])cc32)c(=O)n1Cc1ccco1
7 | -6 | CC1(c2nnc(-c3ccccc3)o2)CC(c2ccncc2)=NO1 (configuration not stated)
23 | -18 | COc1cc(OC)c2ccc(=O)oc2c1C(CCN1CCCC(C)C1)c1ccc2c(c1)OCO2 (configuration not stated)
13 | -14 | COc1cccc(/C=N/N2C(=O)CSC2=S)c1O
15 | -4 | Cn1c(CN2CCOCC2)nnc1SCC(N)=O
23 | -12 | C=C(C)CN(CC)C(=O)CN1C(=O)NC2(CCCc3ccccc32)C1=O (configuration not stated)
14 | -11 | CC1CCN(CCC(=O)Nc2ccc3c(c2)OCCO3)CC1
10 | -8 | CC(C)CC1Nc2ncnc(N3CCN(c4ccccn4)CC3)c2N(Cc2ccc(Cl)cc2)C1=O (configuration not stated)
-3 | -20 | Cc1ccc(S(=O)(=O)N2CCC(NC(=O)c3cccc(F)c3)CC2)cc1
14 | -14 | Cc1ccc(-n2[nH]c(C)c(C=Nc3ccc(C)cn3)c2=O)cc1

Compounds above containing an NH in an aromatic ring (three):
OX1R antag-1 | OX1R antag-2 | mol
9 | -28 | COc1cc2[nH]c(=O)n(CCCCCC(=O)N3CCN(c4ccccc4)CC3)c(=O)c2cc1OC
12 | -9 | O=C(c1c[nH]c2ccc(F)cc2c1=O)N1CCCCCC1
14 | -14 | Cc1ccc(-n2[nH]c(C)c(C=Nc3ccc(C)cn3)c2=O)cc1

Shown as labelled records: entries from further up
> COc1cccc(/C=N/N2C(=O)CSC2=S)c1O
  OX1R antag-1 = 13 | OX1R antag-2 = -14
> CCN(C(=O)CSc1nc2ccccc2o1)C1CCS(=O)(=O)C1 (configuration not stated)
  OX1R antag-1 = 5 | OX1R antag-2 = -5
> CN1CCN(C(=O)/C(C#N)=C/c2ccc(F)cc2)CC1
  OX1R antag-1 = 10 | OX1R antag-2 = 2
> Cn1c(CN2CCOCC2)nnc1SCC(N)=O
  OX1R antag-1 = 15 | OX1R antag-2 = -4

Remaining list, next part.
OX1R antag-1 | OX1R antag-2 | mol
10 | -8 | COc1ccc(C(=S)N2CCC(C(N)=O)CC2)cc1Br
3 | -19 | Cc1cc2ccccc2n1CCNCc1c(C(=O)N2CCOCC2)nc2ccccn12
40 | 8 | NC(=O)C1CCN(c2ccc([N+](=O)[O-])cc2Cl)CC1
-1 | -25 | Cc1ccc(CC(=O)Nc2nccs2)cc1
11 | -14 | COC(=O)c1[nH]c2c(c1C)C(=O)CC(c1ccc(C)cc1)C2 (configuration not stated)
22 | -12 | NS(=O)(=O)c1ccc(N2N=C(c3ccccc3)CC2c2cccc(F)c2)cc1 (configuration not stated)
10 | -17 | COC(=O)c1ccc(C(=O)NC2CCCc3c2cnn3-c2ccccc2F)nc1 (configuration not stated)
8 | -3 | Cc1occc1C(=O)N1CCCC(Nc2ccc(F)cc2)C1 (configuration not stated)
25 | -9 | O=C(NCc1ccccn1)C(=O)NCC1OCCCN1S(=O)(=O)c1cc(F)ccc1F (configuration not stated)
19 | -18 | CCOC(=O)c1cc(-c2ccc(F)cc2)n(CC(=O)Nc2nccs2)c1C
6 | -2 | CC(NC(=O)CSc1ncccn1)c1ccc2c(c1)OCO2 (configuration not stated)
39 | -14 | O=C(CC1SC(N2CCCCC2)=NC1=O)Nc1cccc(C(=O)O)c1 (configuration not stated)
8 | -33 | CCOC(=O)[C@H]1[C@H]2COc3ccc(Br)cc3[C@@H]2N2C(=O)c3c(C)cc(C)cc3NC(=O)[C@@]12C
4 | -23 | CCc1ccc(OCC(=O)Nc2nnc(-c3ccco3)s2)cc1
-2 | -7 | Cc1cc(=O)[nH]c2c1c(-c1ccccc1)nn2C
6 | -9 | O=C(COC(=O)c1ccccc1Br)NCCN1C(=O)CSC1=O
11 | -10 | O=C(NC1CCCCC1)NC1CC2CCC(C1)N2C(=S)NCc1ccco1 (configuration not stated)
0 | -6 | O=C(CSc1ncccn1)Nn1cnnc1
-1 | 8 | COc1ccccc1NC(=O)CON=C(N)CC(=O)NC1CCCCC1
9 | -13 | CCCOC(=O)c1ccc(NC(=O)Cc2cccs2)cc1
12 | -4 | CCc1cccc(C)c1NC(=O)C1CCCN1C(=O)NCc1ccccc1 (configuration not stated)
9 | -8 | Cc1cc(C)c2nc(SCC(=O)Nc3cc(C)on3)c(C#N)cc2c1
18 | -12 | CCc1c(C)nc(SCC(=O)Nc2ccc3c(c2)OCCO3)[nH]c1=O
15 | -48 | Cc1cccc(Cn2c(Cc3ccccc3)nc3ccccc32)c1
12 | -15 | Cc1cc(=O)nc2c3ccccc3n(CC(=O)Nc3ccccc3Br)n12
7 | -39 | CCC(c1nnnn1C1CCCC1)N1CCN(c2cccc(OC)c2)CC1 (configuration not stated)
8 | -8 | C/C(=N\Nc1nccnc1Cl)c1ccc(O)cc1
15 | -11 | Cc1nnc(NC(=O)COc2ccc3c(C)cc(=O)oc3c2)s1
13 | -14 | CCOC(=O)c1cnc2ccccc2c1Nc1cccc(C(=O)O)c1
24 | -15 | CC(C)[C@H](NC(=O)OCc1ccccc1)C(=O)OCC(=O)NCCc1ccccc1
10 | -15 | O=C1c2ccccc2OC2(C=Cc3ccccc3O2)N1Cc1ccccc1 (configuration not stated)
7 | -2 | O=C(c1cccs1)N1CCN(Cc2cccnc2)CC1
3 | -37 | COc1ccccc1C(CNC(=O)c1cccc(S(=O)(=O)Nc2ccc(C)cc2)c1)N1CCCC1 (configuration not stated)
12 | -25 | CCN(CC)CCN1C(=O)C(=O)/C(=C(/O)c2c(C)[nH]c(C(=O)OC)c2C)C1c1ccccc1OC (configuration not stated)
6 | -3 | COc1ccc(S(=O)(=O)Nc2cccnc2)c(Cl)c1Cl
15 | -36 | Cc1ccc(Nc2nc3ccccc3n3nnnc23)cc1
16 | -35 | Cc1ccc2nc(N/N=C/c3ccco3)cc(C)c2c1
47 | -11 | c1ccc(Nc2nc(-c3ccncc3)cs2)nc1
9 | -3 | NS(=O)(=O)c1ccc(CNC(=O)CSc2nc3ccc(Cl)cc3[nH]2)cc1
-2 | 1 | COc1cccc(CC(=O)Nc2ccccc2C(=O)N2CCOCC2)c1
8 | -22 | COc1ccc(N2CCN(CCNS(=O)(=O)c3ccc(C)cc3)CC2)cc1
15 | -14 | Cc1noc2ncnc(Sc3ccc(Br)cc3)c12
-2 | -17 | O=C(COC(=O)c1cc(S(=O)(=O)N2CCCCC2)ccc1Cl)NC1CCS(=O)(=O)C1 (configuration not stated)
18 | -14 | O=C1CN(c2ccc(Cl)cc2)C2(CCCCC2)S1
22 | -10 | O=C(Nc1ccc(N2CCOCC2)cc1N1CCOCC1)c1ccc([N+](=O)[O-])cc1Cl
16 | -1 | COc1ccc(/C=N/NC(=O)c2cccc(NC(C)=O)c2)c(OC)c1
9 | -10 | Cc1cccc(-n2nc3c(c2NC(=O)c2ccc(Br)o2)CSC3)c1C
33 | -11 | Cc1csc(N/N=C/c2ccccn2)n1
4 | -43 | CCOC(=O)C(=CNc1cccc(N)n1)C(=O)OCC
11 | -2 | CC1CCN(C(=O)C2CCC(C)(C(=O)O)C2(C)C)CC1 (configuration not stated)
18 | -4 | CCOC(=O)CN1C(=O)CSc2ccc(S(=O)(=O)N3CCCC3)cc21
26 | -18 | COc1ccc(/C=C(\C#N)C(=O)c2c(C)[nH]c3ccccc23)cc1OC
18 | -22 | CCCSc1ccc([C@@H]2[C@@H]3C(=O)N(C)C(=O)[C@@H]3[C@]3(C(=O)OC)CCCN23)cc1OC
14 | -19 | O=C(COc1ccc2ccccc2c1)N1CCN(C(=O)c2ccc([N+](=O)[O-])cc2)CC1
9 | -11 | Cc1cccc(C(=O)OCc2cc(=O)oc3c(C)c(C)ccc23)c1O
5 | -8 | Cn1c(C2=C(O)CN(Cc3ccccc3)C2=N)[n+](C)c2ccccc21
20 | -29 | CC(Oc1cc(F)ccc1[N+](=O)[O-])C(=O)Nc1ccc(S(=O)(=O)N2CCCC2)cc1 (configuration not stated)
11 | -13 | CCN(CC)c1nc(SCC(=O)O)nc(N(CC)CC)n1
8 | -23 | CCOC(=O)CCCCCC(=O)Nc1ccc2c(c1)CC(=O)N([C@H](C)CO)C[C@@H](C)[C@H](CN(C)Cc1ccc3c(c1)OCO3)O2
8 | -18 | Cc1ccc(NC(=O)COC(=O)CN2C(=O)c3ccccc3C2=O)cc1

A second format for part of the listing above:
Second line of a record – OX1R antag-1 | OX1R antag-2
> CC(C)CC1Nc2ncnc(N3CCN(c4ccccn4)CC3)c2N(Cc2ccc(Cl)cc2)C1=O (configuration not stated)
 : 10 | -8
> Cc1cc(N2CCOCC2)nc2ccc(NC(=O)CCC(=O)N3CCN(c4ccc(F)cc4)CC3)cc12
 : 15 | -16
> CCOC(=O)CSc1nc2c(sc3ccc([N+](=O)[O-])cc32)c(=O)n1Cc1ccco1
 : 16 | -20

Continuation:
OX1R antag-1 | OX1R antag-2 | mol
-6 | -5 | CN1CCN(c2ccc(C(=O)c3ccc(F)cc3)cc2)CC1
17 | 3 | Cc1cccc(Nc2nnc(C)c(=O)n2N)c1
33 | -25 | CN(C)c1ccc(C(=O)N2CCN(c3cc(C(F)(F)F)nc4ccccc34)CC2)cc1
4 | -13 | Cc1ccc(C(=O)N/C(=C/c2ccccc2F)C(=O)NCCCn2ccnc2)cc1
0 | 7 | CN1CCC(N(C)S(=O)(=O)c2ccc(NC(=O)c3ccc(S(=O)(=O)N(C)C)cc3)cc2)CC1
10 | 7 | COc1cc(OCC(N)=O)cc(OC)c1OC
5 | -12 | O=C(COC(=O)CCN1C(=O)c2ccccc2C1=O)Nc1ccc(S(=O)(=O)N2CCCC2)cc1
1 | -11 | Cc1ccc(N2C(=O)C(Cl)=C(N3CCOCC3)C2=O)c(C)c1
4 | -26 | Fc1ccc(-c2nnn(Cc3ccc(F)cc3Cl)n2)cc1
34 | -6 | COC(=O)CSc1snnc1-c1ccc(Cl)c(Cl)c1
16 | -5 | C/C=C(/C)C(=O)O[C@@H]1c2c(ccc3ccc(=O)oc23)OC(C)(C)[C@@H]1OC(C)=O
16 | -15 | Cc1ccc(C2CC(c3cccs3)=NN2C(=O)c2ccco2)o1 (configuration not stated)
6 | 2 | Nc1cc(C(=O)OCC(=O)N2CCC(Cc3ccccc3)CC2)ccc1Cl
-2 | -31 | Cc1ccccc1OCC(O)CN1CCN(c2ccc(Cl)cc2)CC1 (configuration not stated)
34 | -5 | Cc1csc2nc(SCC(=O)Nc3ccccc3F)[nH]c(=O)c12
